Screening results (PubChem)
Cav32 inh = inhibitors of human Cav3.2 T-type calcium channel; O95180; Cav3.2-expressing cells, Fluo-4 calcium fluorescence FDSS; hits give low values; B-score at 10 µM; hit rate 4% among 100,000;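 active = single-dose well whose peak fluorescence ratio is a statistical outlier from its plate by either plate-standardised score or position-corrected B-score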
Starred values were filed as active, the others as inactive. The list is partial; rates above refer to the full screens.

Cav32 inh,canonical_smiles
-0.807,COc1ccc(CN(C(=O)CN2C(=O)COc3ccccc32)C2CCCC2)c(OC)c1
0.0388,Cc1c(C)[n+](=O)c(-c2ccc(F)cc2)c(C)n1[O-]
-1.42,O=C1C2ON(c3ccccc3)C(c3cccnc3)C2C(=O)N1c1ccc(Cl)c(Cl)c1 (configuration not stated)
0.727,CC(Sc1c[nH]c2ccccc12)C(=O)O (configuration not stated)
1.01,CC(=O)Nc1nc2ccc(NC(=O)c3ccco3)cc2s1
0.56,Oc1c(C(c2ccccc2)N2CCCCC2)sc2ncnn12 (configuration not stated)
0.767,COCCNC(=O)/C(C#N)=C/c1ccc(-c2ccc(OC)cc2[N+](=O)[O-])o1
1.38,CCOC(=O)Cc1cc(=O)n2[nH]c(C)c(-c3ccc(OC)cc3)c2n1
0.749,O=c1oc2ccccc2c2c1ncn2-c1ccccc1
0.0853,Cc1ccc(S(=O)(=O)NC(C)C(=O)Nc2ccc(C(N)=O)cc2)cc1 (configuration not stated)
-5.55*,CCOC(=O)CSc1nnc(CNc2cccc(Cl)c2)n1-c1ccccc1
-2.81,Cc1ccc(NC(=O)Cn2nnc(C(=O)Nc3ccc(C)c(C)c3)c2N)cc1
0.31,CCOC(=O)C(C)Sc1nc2c(c(=O)[nH]c(=O)n2C)n1CCc1ccccc1 (configuration not stated)
1.11,O=C(c1ccccc1[N+](=O)[O-])N1CCC(Cc2ccccc2)CC1
-0.19,COc1ccc(CNC(=O)CCCCCn2c(SCC#N)nc3cc4c(cc3c2=O)OCO4)cc1
0.736,Cc1cccc(NC(=S)NNC(=O)c2nn(C)cc2Cl)c1
0.241,CCCC(C)NC1=NCCCCC1 (configuration not stated)
-0.705,COc1ccc(NC(=O)c2ccc(COc3ccccc3)o2)cc1
-0.0527,Cc1ccc(-n2[nH]c(C)c(/C=C3/C=Nc4ccccc43)c2=O)cc1C
-0.306,COc1cc2oc3ccc(C#Cc4ccc(N)cc4)cc3c(=O)c2cc1OC
-5.71*,c1ccc2sc(N3CN(CCN4CCOCC4)CN(c4nc5ccccc5s4)C3)nc2c1
0.314,COc1ccc(OCCSc2ncn[nH]2)cc1
0.584,Fc1ccccc1COc1ccccc1CNCc1ccncc1
0.285,N#CCSc1nc2ccccc2c(=O)n1CCC(=O)NCCc1ccccc1
0.933,COc1cc(Cl)c(C)cc1NC(=O)COc1cc(C)nc(C(C)C)n1
0.0973,CCC(C)(C(=O)NC1CCCCC1)N(C(=O)C1CCC(=O)N1)c1ccccc1 (configuration not stated)
-1.02,COc1cc(NC(=O)c2cc3nc(C)cc(C)n3n2)c(OC)cc1Cl
0.0668,CCOc1ccc(N(CC(=O)NC2CCCC2)S(=O)(=O)c2c(C)noc2C)cc1
-2.98,O=C(NCCc1ccccc1)c1cnn2c(C(F)F)cc(C3CC3)nc12
-1.54,Cc1ccc(F)c([C@H]2C3C=CCC(c4ccccc4)C3C(=O)N2Cc2ccccc2)c1 (some centres not stated)
1.39,Cn1c(Cn2c(=O)sc3ccccc32)nnc1SCC(=O)NCc1ccc(F)cc1
0.455,O=C(Cc1c(F)cccc1Cl)N1CCN(C(=O)c2ccco2)CC1
0.146,C=CCc1ccccc1OCCCCN1CCCC1
0.0484,Cc1ccc(C(C)C)c(OCc2ccc(-c3nnco3)cc2)c1
-0.172,Cc1ccc(C)n1-n1cnc2sc3c(c2c1=O)CCCCC3
0.925,C=CCn1c(N)c(C(=O)OC(C)(C)C)c2nc3ccccc3nc21
-0.606,CCOC(=O)c1ccc(NC(=O)CSc2nnc(CCc3ccc(C)o3)n2-c2ccccc2)cc1
1.07,CCOC(=O)C(C)CC(C)C(=O)N1CCOCCN(C(=O)C(C)CC(C)C(=O)OCC)CCOCC1 (configuration not stated)
-0.825,C=C(C)[C@@H]1CCC2(C(=O)O)CC[C@]3(C)[C@H](CC[C@@H]4[C@@]5(C)CCC(=O)C(C)(C)[C@@H]5CC[C@]43C)[C@@H]12 (some centres not stated)
1.16,Cc1cccn2c(=O)c3cc(C#N)c(=N)n(CCCN4CCOCC4)c3nc12
-0.126,O=C(c1cccnc1)N1CCN(Cc2ccccc2Br)CC1
0.716,CCC(=O)c1ccc(N2CCN(C(=O)c3ccc(Br)cc3)CC2)c(F)c1
3.96*,Cc1ccc(Nc2nc(Cl)nc(N(C)C#N)n2)cc1
0.189,O=C(Cn1cnc2c(nnn2-c2ccc(F)cc2)c1=O)NCc1ccco1
0.107,O=C(CNC(=O)Cc1ccccc1)NCC(=O)OCC(=O)c1ccccc1Cl
0.7,COc1ccc(CNC(=O)C2CCN(c3nc(OC)nc(OC)n3)CC2)cc1
-1.18,COc1ccc(OCC(=O)Nc2ccc(N3CCOCC3)c(Cl)c2)cc1
0.0678,Cc1ccc(NC(=O)Nc2ccc(F)cc2)nc1
-0.296,O=C(Nc1ccc2c(c1)nc1n2CCOC1)c1ccco1
0.191,Cc1ccc(S(=O)(=O)[N-]c2nc3ccccc3nc2-n2cc[n+](CCC(C)C)c2)cc1
0.11,Cc1nnsc1SCCNC(=O)c1ccc(F)cc1
-2.52,O=C(COC(=O)c1c2c(nc3ccccc13)CCCC2)Nc1ccc2c(c1)OCO2
0.146,CC(c1cccnc1)N(C(=O)Nc1ccccc1)C1CCCCC1 (configuration not stated)
0.183,O=C(CSc1ccc(-c2ccccc2)nn1)NCc1ccco1
-0.583,CCOC(=O)c1ccc(NC(=O)Oc2ccccc2)cc1
-2.84,COc1ccc2[nH]c(=O)c(C(c3nnnn3C3CCCC3)N(C)C3CCCCC3)cc2c1 (configuration not stated)
1.58,CCOC(=O)C(C)Sc1nnc2n1C(C)(C)Cc1ccccc1-2 (configuration not stated)
0.688,CC(=NCCN1CCNCC1)C1=C(O)CC(C)(C)CC1=O
-0.166,CCN(CC)c1nc(Nc2ccc(Cl)cc2)nc(OCC#N)n1
-2.04,CCOC(=O)c1c(NC(=O)CSc2cn(CC)c3ccccc23)sc2c1CCC2

Copied from the list:
COc1ccc(NC(=O)c2ccc(COc3ccccc3)o2)cc1 in Cav32 inh: -0.705
O=C(COC(=O)c1c2c(nc3ccccc13)CCCC2)Nc1ccc2c(c1)OCO2 in Cav32 inh: -2.52
COc1ccc(OCCSc2ncn[nH]2)cc1 in Cav32 inh: 0.314

Next results:
Cav32 inh,canonical_smiles
1.35,CC1CN(C(=O)Nc2ccc3c(c2)OCO3)CC(C)O1 (configuration not stated)
-1.38,CCC(Oc1ccccc1)C(=O)Nc1ccc(S(=O)(=O)N2CCOCC2)cc1 (configuration not stated)
0.014,CCOC(=O)c1cnc(SCCc2ccccc2)nc1N
-1.44,CCOCCCNC(=O)C(c1ccc(Cl)cc1)N1CCN(c2ccccc2)CC1 (configuration not stated)
-2.91,COCCCN1C(=O)c2[nH]nc(-c3ccccc3O)c2C1c1ccc(Cl)cc1 (configuration not stated)
-0.116,COc1ccccc1CNC(=O)C1CC(c2ccc([N+](=O)[O-])cc2)=NO1 (configuration not stated)
-1.17,CC12c3ccccc3C(c3ccccc31)C1C(=O)N(Cc3cccnc3)C(=O)C12 (configuration not stated)
0.091,CCCCC(=O)Nc1ccc(C(=O)NNC(=O)c2ccccc2Br)cc1
0.395,O=S(=O)(NCc1cc(-c2ccc(Cl)cc2)no1)c1ccc(Cl)cc1
-0.486,NC(=O)CSc1nnc(CNc2cccc(Cl)c2)n1CCc1ccccc1
0.266,COc1ccccc1S(=O)(=O)Cc1ccc(C(=O)N2CCCC2)o1
-0.463,CCOC(=O)c1cnc(SC)nc1Sc1ccccc1
-2.32,CCOC(=O)C1(CCC(C)C)CC(CSc2nc3ccccc3[nH]2)OC1=O (configuration not stated)
0.264,COc1ccc(/C=C/C(=O)Nc2c(C)nn(C)c2C)cc1COc1ccc(Cl)cc1Br
0.561,CC(C)CCNC(=O)NC(=O)COc1ncnc2sccc12
-0.255,CN(C)C(=O)C1(c2ccccc2)CCN(S(=O)(=O)c2ccccc2)CC1
1.7,COc1cc(CN2CCC(C(=O)N3CCN(c4ccccc4F)CC3)CC2)ccc1O
-0.191,Cn1c(=O)c2c(nc(Oc3ccc4c(c3)OCO4)n2Cc2ccc(F)cc2)n(C)c1=O
0.219,CCO[C@@H]1OC(C(=O)N2CCOCC2)=C[C@H](c2ccccc2)[C@H]1CCCO
0.149,CCOc1ccccc1OCC(=O)Nc1ccc(Cl)cc1Cl
-4.05*,O=S(=O)(NCc1ccccc1)c1ccc(S(=O)(=O)N(Cc2ccccn2)C2CCCC2)cc1
0.995,O=C(c1ccco1)N1CCN=C1SCc1ccc(F)cc1
-0.0411,COc1cccc(-c2nnc(SCC(=O)Nc3ccc(S(N)(=O)=O)cc3)n2C)c1
0.0989,CCC(=O)NCCc1nc2cc(NC(=O)c3ccccc3OC)ccc2n1C
-1.19,Cc1ccc(SC[C@H](Cc2ccccc2)N2CCN(CC(C)C)CCC2=O)cc1
-2.2,COc1ccc(Cl)cc1-c1n[nH]c(=S)n1C
-0.134,Cc1ccc(Nc2c([N+](=O)[O-])cc(C(=O)N3CC(=O)Nc4ccccc43)cc2[N+](=O)[O-])c(C)c1
0.176,CC1CCCCC1NC(=O)c1ccc(S(=O)(=O)N2CCCC2)cc1 (configuration not stated)
0.161,COC(=O)C(CC(C)C)NC(=O)c1ccc(F)cc1 (configuration not stated)
0.806,COc1ccc(NC2=Nc3ccccc3CC2)cc1
-0.138,CN(C)S(=O)(=O)Nc1ccc2c(c1)Cc1ccccc1-2
-3.78,COC(=O)C1=CN(c2cccc(C)c2)C=C(C(=O)OC)C1c1cc(OC)c(O)c([N+](=O)[O-])c1
1.13,Cn1c(=O)c2c(n(Cc3ccccc3)c1=O)NC(=O)C2CC(=O)O (configuration not stated)
0.322,CCCCNC(=O)NS(=O)(=O)c1ccc(C(=O)OC)o1
-0.0265,CC1=C(C#N)C(c2cccnc2)C2=C(CC(c3ccc(Cl)cc3)CC2=O)N1 (configuration not stated)
0.531,COc1ccc(OCc2nnc(SCC(N)=O)n2-c2ccccc2OC)cc1
0.665,Cc1ccccc1OCCNc1cc(N2CC(C)NC(C)C2)ccc1[N+](=O)[O-] (configuration not stated)
-0.352,COc1ccc(OC)c(C(=O)c2coc3ccc(OCC(=O)O)cc23)c1
-1.56,COc1ccc(-c2nc(C#N)c(NCC3CCCO3)o2)cc1OC (configuration not stated)
-0.238,COc1cc(-c2nnc(SCC(=O)c3ccc(C)cc3)o2)cc(OC)c1OC

Given in markdown: part of the list above
| mol | Cav32 inh |
| --- | --- |
| CCC(=O)NCCc1nc2cc(NC(=O)c3ccccc3OC)ccc2n1C | 0.0989 |
| CCOC(=O)C(C)Sc1nc2c(c(=O)[nH]c(=O)n2C)n1CCc1ccccc1 (configuration not stated) | 0.31 |
| O=C(Nc1ccc2c(c1)nc1n2CCOC1)c1ccco1 | -0.296 |
| COc1cc2oc3ccc(C#Cc4ccc(N)cc4)cc3c(=O)c2cc1OC | -0.306 |
| C=CCc1ccccc1OCCCCN1CCCC1 | 0.146 |
| O=C(CSc1ccc(-c2ccccc2)nn1)NCc1ccco1 | 0.183 |

Carrying on.
Cav32 inh,canonical_smiles
0.714,COc1cccc(C2CC(c3ccccc3Cl)n3nc(N)nc3N2)c1 (configuration not stated)
-3.75*,O=[N+]([O-])c1cc(Cl)cc(/C=N\Nc2ccccn2)c1O
0.999,CC(=O)c1ccc(OCC(O)CN2CCN(CCO)CC2)cc1 (configuration not stated)
0.379,C[C@H](N)c1nnc(SCc2c(Cl)cccc2Cl)o1
-2.49,COc1ccnc(Oc2ccc(F)cc2)c1C(=O)N/C=N/OCc1ccc(F)cc1
0.459,Cc1cc(C)nc(NC(=O)/C=C/c2ccccc2Cl)n1
-1.31,O=C(CSc1nnc(-c2ccccc2Br)o1)N1CCc2ccccc2C1
-0.417,Cc1ccc(NC(=O)Cn2cccc2)c(Br)c1
0.00182,CNc1nc(-c2ccc([N+](=O)[O-])cc2)cs1
-0.025,Cn1c(=O)oc2cc(S(=O)(=O)NCCC(=O)NC3CCCC3)ccc21
0.0751,CCOC(=O)Nc1ccc([N+](=O)[O-])cc1OC
-1.27,COc1cc(/C=N/NC(=O)CSc2cc(C)c(Br)cc2C)ccc1O
1.38,COc1cc(/C=C2\C(=O)N(CCC#N)N=C2C)c(Br)cc1OC(C)C
-2.62,COC(=O)C1C(=O)C2=C(CC1C)NC(C)=C(C(=O)OCc1ccc(OC)cc1)C2c1ccc(C)o1 (configuration not stated)
-0.00703,CCOC(=O)N1CCN(C(=O)c2ccc(NS(C)(=O)=O)cc2)CC1
-7.58*,COc1ccc(OCc2nnc3n2N=C(c2ccc(OC)cc2)CS3)cc1
0.802,COc1ccccc1CNC(=O)CCn1c(=O)oc2ccccc21
-0.62,COc1ccc(NC(=O)c2cc(-c3ccccc3Cl)no2)cc1
-1.02,O=c1cc(C(F)(F)F)nc(-n2[nH]c3c(c2=O)CCCC3)[nH]1
0.712,Cc1c(C)c2ccc(OCC(=O)N(C)C)c(C)c2oc1=O

Some of the entries so far, bar-delimited.
Molecule | Cav32 inh
O=C(CSc1nnc(-c2ccccc2Br)o1)N1CCc2ccccc2C1 | -1.31
Cc1ccc(NC(=O)Cn2cccc2)c(Br)c1 | -0.417
CNc1nc(-c2ccc([N+](=O)[O-])cc2)cs1 | 0.00182
Cn1c(=O)oc2cc(S(=O)(=O)NCCC(=O)NC3CCCC3)ccc21 | -0.025

The listing continues.
Cav32 inh,canonical_smiles
-0.239,CC(=O)CC(c1ccc([N+](=O)[O-])cc1)c1c(O)c2ccccc2oc1=O (configuration not stated)
0.0682,CCOC(=O)C1CCN(c2c(NC3CCCCCCC3)c(=O)c2=O)CC1
-0.149,COCCCn1c(SCc2ccccc2)nc2cc(OC)c(OC)cc2c1=N
-0.125,c1csc(-c2nc3c4ccccc4c4ccccc4c3[nH]2)c1
0.266,Cc1cc(C)n(C(=O)CNc2cccc(Cl)c2C)n1
-2.41,COc1ccc(-c2nc(C#N)c(N3CCN(c4ccccc4)CC3)o2)cc1
-0.198,NNC(=O)CCS(=O)(=O)c1ccc2ccccc2c1
0.488,Cc1cc(NC(=O)C2CC(=O)OC2c2ccccc2)no1 (configuration not stated)
2,N#Cc1c2c(c(NCc3cccnc3)n3c1nc1ccccc13)CCC2
0.295,O=C(Cc1c(C(=O)O)[nH]c2ccccc12)NCCN1CCN(c2ccccc2F)CC1
